Screens from PubChem.
VLA-4 inh – inhibition in a human VLA-4 binding assay; 0.2% of 330,000 active; inhibition, % (about 7 µM as worked out from the volumes in the protocol); AID 2557; VLA-4 expressing cells, ligand binding flow cytometry; P13612; in the data active = inhibition above about 50%
AGP1 TOR yeast – modulators of TOR pathway AGP1-GFP in S. cerevisiae | S. cerevisiae AGP1-GFP multiplex flow cytometry, 3 h; GFP as percent of DMSO wells | GFP response vs DMSO, % at 10 µM | 0.02% of 320,000 active;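 active = GFP response relative to DMSO above a set limit, near screen average plus 3 SD, cut at about 150% in these data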;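 also: median GFP channel fluorescence of the gated AGP1 strain per well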
GRK2 inh – inhibitors of human GRK2 displacing RNA aptamer; bead flow cytometry, FAM-aptamer displacement from GRK2; inhibition of aptamer binding, % at 10 µM; 0.59% of 330,000 active; P25098;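 active = inhibition of aptamer binding above 40%, roughly 3 SD of noise, on plates passing a quality check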;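 also: median bead fluorescence of bound FAM aptamer so fluorescent compounds give negative values; no value below 0 was filed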
MEX-5 binding – C. elegans MEX-5 TCR-2 RNA binding activity | Q9XUB2 | MEX-5/FITC-TCR2 RNA binding, fluorescence polarization; hits give low values | activity score (negative = inhibition of binding), % at 10 µM | 0.38% of 300,000 active | AID 1832;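 active = inhibition past about -25% in most replicates, and total fluorescence under double the plate's negative control median, limit read from the data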;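 also: 0% = DMSO and -100% = 5 µM competing unlabeled TCR2 RNA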
Target sequence (Q9XUB2 whole entry, looked up): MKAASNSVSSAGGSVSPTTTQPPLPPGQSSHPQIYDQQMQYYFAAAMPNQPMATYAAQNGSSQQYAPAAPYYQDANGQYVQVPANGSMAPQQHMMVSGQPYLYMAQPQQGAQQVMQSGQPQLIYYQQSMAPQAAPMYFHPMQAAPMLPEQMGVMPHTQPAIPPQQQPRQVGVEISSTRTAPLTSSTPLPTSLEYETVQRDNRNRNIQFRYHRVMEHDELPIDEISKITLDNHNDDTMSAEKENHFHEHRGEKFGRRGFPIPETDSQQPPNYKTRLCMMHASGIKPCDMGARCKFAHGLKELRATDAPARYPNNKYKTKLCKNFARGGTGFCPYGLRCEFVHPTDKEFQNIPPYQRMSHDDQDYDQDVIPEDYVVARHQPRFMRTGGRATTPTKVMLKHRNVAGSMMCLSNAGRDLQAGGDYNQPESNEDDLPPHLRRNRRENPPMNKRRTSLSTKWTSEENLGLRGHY
MCL1-BIM inh – disrupts human MCL1 binding to BIM-BH3 peptide; 0.68% of 320,000 active; Q07820; GST-MCL1 / FITC-Bim-BH3 fluorescence polarization; AID 2057; inhibition, % at 10.9 µM;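 active = inhibition above the mean inhibition of all tested compounds plus 3 SD, set per campaign, cut at about 40% in these data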;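 also: 0% = DMSO wells and 100% = unlabeled Bim-BH3 peptide control; higher means more loss of mP so more displacement of Bim peptide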
CIT2 TOR yeast – alters CIT2-GFP fluorescence in TOR pathway yeast screen; GFP response vs DMSO, % at 10 µM; S. cerevisiae CIT2-GFP strain, flow cytometry, 3 h; 100 means same as DMSO wells; 0.065% of 320,000 active;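 active = GFP response relative to DMSO above a set limit, near the screen mean plus 3 SD, cut at about 150% in these data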;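 also: ratio of well median GFP fluorescence to mean of DMSO wells on the plate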
BCLXL inh – blocks human Bcl-xL binding to Bim BH3 peptide | Q07817 | GST-Bcl-xL / FITC-Bim BH3 peptide fluorescence polarization | inhibition, % at 10.9 µM | 0.7% of 320,000 active | AID 2129;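 active = inhibition above the mean of all tested compounds plus 3 SD, cutoff set per campaign, cut at about 30% in these data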;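 also: 0% = DMSO wells and 100% = unlabeled Bim-BH3 peptide competitor; inhibitors lower millipolarization by displacing the labeled peptide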
CR mimetic SO – caloric restriction mimetics inhibiting age-related superoxide in yeast. S. cerevisiae aged cells, superoxide DHE fluorescence; hits give low values. superoxide response (% of plate mean), % at 10 µM. 0.18% of 330,000 active. AID 2690;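 active = superoxide response under a set limit, about three screen SD below normal, cut at about 65% in these data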;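 also: yeast aged for seven days with compound at 30 °C before DHE staining; 100% = average MFI of all compound-treated wells on the plate with controls excluded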
GLD-1 RNA inh – GLD-1-TGE RNA interaction inhibition (C. elegans) | Q17339 | purified GLD-1 + fluorescein TGE RNA, fluorescence polarization | inhibition, % at 5.96 µM | 0.44% of 320,000 active;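 active = percent inhibition above a per-plate cutoff, the plate mean of test compounds plus 3 SD, cut at about 30% in these data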;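 also: 0% = DMSO wells with GLD-1 and probe and 100% = wells lacking GLD-1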
Target sequence (Q17339 whole entry, looked up): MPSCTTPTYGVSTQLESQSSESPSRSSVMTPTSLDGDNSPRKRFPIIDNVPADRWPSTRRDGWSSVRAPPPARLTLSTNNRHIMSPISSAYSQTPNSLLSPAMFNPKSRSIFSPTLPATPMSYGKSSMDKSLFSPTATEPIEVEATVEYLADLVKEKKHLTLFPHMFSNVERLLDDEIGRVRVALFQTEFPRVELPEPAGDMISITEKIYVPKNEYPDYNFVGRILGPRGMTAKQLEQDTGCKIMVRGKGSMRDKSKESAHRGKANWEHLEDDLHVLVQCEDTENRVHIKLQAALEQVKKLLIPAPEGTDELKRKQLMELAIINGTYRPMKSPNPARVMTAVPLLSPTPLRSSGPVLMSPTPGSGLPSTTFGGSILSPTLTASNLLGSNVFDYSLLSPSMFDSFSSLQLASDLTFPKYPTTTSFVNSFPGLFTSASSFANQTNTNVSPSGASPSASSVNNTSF
* = called active by the depositor; / = not tested or not shown.

SMILES	AGP1 TOR yeast	CR mimetic SO	VLA-4 inh	BCLXL inh	MEX-5 binding	MCL1-BIM inh	GRK2 inh	CIT2 TOR yeast	GLD-1 RNA inh
CCOc1ccc(CN(C(=O)c2cccs2)C2CCS(=O)(=O)C2)cc1 (centres undefined)	94.9	102.0	4.2	4.2	3.0	8.6	5.0	/	5.1
CCNC(=S)N1CCN(CC(=O)Nc2ccc(OC)cc2)CC1	99.0	108.4	-2.4	4.1	-1.1	11.2	0.0	99.8	1.7
O=C(O)C1C(c2ccccc2)C(C(=O)Oc2ccccc2)C1c1ccccc1 (centres undefined)	101.0	94.1	-2.6	2.0	2.1	5.6	6.0	98.4	2.8
COc1ccc(Cn2c(=O)[nH]c3cc(C(=O)N4CCN(c5ccccn5)CC4)ccc3c2=O)cc1	94.2	97.9	-2.2	7.7	-3.8	0.6	0.0	103.8	-0.5
Cc1cc(C)n(-c2nc3c(c(=O)n(C)c(=O)n3C)n2C)n1	88.7	97.0	4.8	7.0	-0.3	1.0	3.0	89.4	-1.5
CCCC(C)c1nnc(NC(=O)CCS(=O)(=O)Cc2ccccc2)s1 (centres undefined)	106.7	98.1	-3.3	3.1	-1.5	-3.3	1.0	105.8	4.5
Cc1ccc2c(c1)c1c(c(=O)n(-c3ccccc3C)c(=O)n1CC(=O)NCC1CCCO1)n2C (centres undefined)	70.4	77.7	-2.3	0.9	-0.7	-9.6	0.0	91.9	-2.4
COc1cccc(OC)c1C(=O)NC(=S)Nc1ccc(N2CCOCC2)c(Cl)c1	103.1	107.2	14.9	5.1	0.5	8.3	3.0	96.9	5.4
CCCCOC(=O)Nc1nnc(/C=C/c2ccc(OC)cc2)s1	112.0	108.1	12.6	-2.3	1.0	-5.1	0.0	91.7	0.8
CC(C)CCNC(=O)c1ccc(-c2ccccc2)cc1	82.5	101.4	2.3	6.2	-1.6	-0.7	1.0	82.2	-0.8
COc1ccc(C2=NOC(Cn3nc(C(=O)NCc4cccc(C(F)(F)F)c4)cc3-c3ccccc3)C2)cc1 (centres undefined)	102.1	97.9	-4.1	-0.1	3.4	5.2	2.0	97.1	3.5
Cc1oc(-c2ccccc2F)nc1CS(=O)(=O)CC(=O)N1CCc2ccccc21	93.9	67.0	8.6	1.6	/	7.0	0.0	88.7	-0.5
O=C(NCCc1ccccc1Cl)C1CCN(S(=O)(=O)c2cccs2)CC1	111.2	107.0	8.9	-6.2	4.4	-5.4	0.0	100.2	-8.6
Cn1c(=NC(=O)C2CC2)sc2cc(F)cc(F)c21	99.0	99.2	-8.3	3.2	0.5	0.0	0.0	101.8	1.5
CCC(C)Nc1nc(Cl)nc(NCCOc2ccccc2)n1 (centres undefined)	101.6	92.7	-4.5	2.5	0.9	0.9	0.0	108.5	-0.7
O=C(NCc1ccco1)C1CCCN1C(=O)Nc1ccccc1[N+](=O)[O-] (centres undefined)	59.0	110.0	-0.3	3.4	-0.4	3.0	2.0	148.7	-0.8
COc1cccc(C(=O)Nc2nc(-c3ccncc3)cs2)c1	100.8	92.7	1.6	-35.0	0.0	-29.4	24.0	101.7	-6.9
O=C(COc1ccc(C(=O)c2ccccc2)cc1)Nc1ncccc1O	88.3	104.3	-6.6	8.8	-3.0	6.4	2.0	91.0	-5.5
COCCN(Cc1cc2cc(C)cc(C)c2nc1Cl)C(=O)Nc1ccccc1	103.6	98.1	1.8	4.8	-4.5	7.8	0.0	103.2	3.5
COc1ccccc1NC(=O)CSc1nnc(-c2ccc(C)cc2)o1	106.7	92.4	20.1	1.9	-1.6	-0.7	2.0	104.0	-2.1
CC1=C(C(=O)N2CCOCC2)C(c2c(C)cc(C)cc2C)NC(=S)N1 (centres undefined)	107.1	93.9	12.5	2.1	-0.7	-4.0	0.0	104.3	-0.9
COc1ccccc1-c1ocnc1C(=O)N1CCN(C(=O)C(c2ccccc2)c2ccccc2)CC1	95.0	98.3	6.2	3.1	0.9	2.7	2.0	92.0	-3.4
O=C(Nc1cccc(-n2cnnn2)c1)c1cnccc1Cl	96.4	122.0	1.6	6.9	-1.6	3.8	3.0	100.9	9.9
CC(=O)Nc1ccc2nc(NC(=O)COc3ccc(C)cc3)sc2c1	98.1	135.5	-4.1	6.1	-2.4	-3.8	0.0	99.1	5.3
COc1ccc(N2CCN(S(=O)(=O)CCNC(=O)COc3ccc(Cl)cc3)CC2)cc1	95.5	111.3	4.2	1.0	2.3	0.8	0.0	99.4	2.7
CN1C(=O)/C(=C/c2cccc(Cl)c2)Sc2ccc(C(=O)NCc3cccnc3)cc21	89.2	105.6	-8.1	7.6	-2.4	9.0	0.0	86.4	-3.8
CN1C(=O)C(CC(=O)O)S/C1=N\N=C\c1ccc(O)cc1O (centres undefined)	104.7	99.5	12.2	8.6	-0.1	9.3	2.0	101.9	2.5
Cc1ccc(C(=O)Nc2ccn(Cc3ccc(F)cc3)n2)o1	108.3	93.9	12.4	7.3	-2.4	8.2	0.0	105.9	-1.9
CC(=O)Nc1ccc(NC(=O)C2CCCN2C(=O)Nc2ccccc2[N+](=O)[O-])cc1 (centres undefined)	105.8	128.0	-0.7	0.2	-3.2	0.5	1.0	88.7	3.2
CC(C)(Cc1ccc(O)cc1)NC(=O)CC(=O)N=Nc1c(O)[nH]c2cc(Br)ccc12	101.2	100.9	4.5	5.2	0.0	2.6	9.0	108.1	1.3

Ordered by SMILES length (lowest first): 3 of the compounds above.
SMILES	AGP1 TOR yeast	CR mimetic SO	VLA-4 inh	BCLXL inh	MEX-5 binding	MCL1-BIM inh	GRK2 inh	CIT2 TOR yeast	GLD-1 RNA inh
Cc1ccc(C(=O)Nc2ccn(Cc3ccc(F)cc3)n2)o1	108.3	93.9	12.4	7.3	-2.4	8.2	0.0	105.9	-1.9
COc1ccc(N2CCN(S(=O)(=O)CCNC(=O)COc3ccc(Cl)cc3)CC2)cc1	95.5	111.3	4.2	1.0	2.3	0.8	0.0	99.4	2.7
COc1ccccc1-c1ocnc1C(=O)N1CCN(C(=O)C(c2ccccc2)c2ccccc2)CC1	95.0	98.3	6.2	3.1	0.9	2.7	2.0	92.0	-3.4

Remaining list, next part.
SMILES	AGP1 TOR yeast	CR mimetic SO	VLA-4 inh	BCLXL inh	MEX-5 binding	MCL1-BIM inh	GRK2 inh	CIT2 TOR yeast	GLD-1 RNA inh
COc1ccc(C(=O)NCc2nnc(SCC(=O)N3CCc4ccccc43)o2)cc1OC	94.5	105.7	11.2	3.2	0.6	6.2	0.0	92.7	1.4
CCC(=O)Oc1ccc(C2N(C(=O)CC)CCN2S(=O)(=O)c2ccc(C)cc2)cc1OC (centres undefined)	99.9	79.4	-2.7	-1.0	-0.3	1.0	3.0	96.3	2.2
COc1cc(NS(=O)(=O)c2ccc(N/C=C\C(=O)c3ccc(F)cc3)cc2)nc(OC)n1	94.4	109.1	4.1	0.7	3.4	-13.2	3.0	94.3	8.6
CNCc1ccccc1Sc1cc(O)ccc1O	103.4	105.8	2.3	32.0*	/	42.1*	1.0	105.4	10.8
COc1ccc2nc(SCC(=O)NCC3CCCO3)c(C#N)cc2c1 (centres undefined)	95.7	104.0	9.6	-5.5	1.8	-8.9	0.0	92.0	0.4
CC(=O)NC(=S)c1c(N)n(Cc2ccccc2)c(=O)n(C)c1=O	101.7	92.9	-16.8	-16.2	-17.1	-21.6	0.0	92.0	-19.8
COc1ccc(S(=O)(=O)N2CCC(C(=O)NCc3ccccn3)CC2)cc1OC	108.3	95.6	1.5	2.4	0.6	2.1	0.0	101.9	2.4
Cn1c(=O)[nH]c(=O)c2c1nc(Br)n2CC(O)COCc1ccccc1 (centres undefined)	102.3	113.1	4.4	5.1	-1.1	5.0	0.0	95.2	-5.7
COc1ccc(N(C)S(=O)(=O)c2cccc(C(=O)Nc3cccc(C(=O)NC4CC4)c3)c2)cc1	94.6	104.9	0.0	-4.4	/	-0.7	1.0	95.9	5.2
COc1ccc(NC(=O)[C@H](C)NC(=O)C2CCN(S(=O)(=O)c3ccc(OC)cc3)CC2)cc1	121.9	102.7	8.0	-1.2	-3.7	4.6	1.0	110.8	-3.2
CC1CCCN(S(=O)(=O)c2cc3c4c(c2)C(C)C(=O)N4CCC3)C1 (centres undefined)	103.6	83.3	11.2	2.1	1.0	-2.9	2.0	108.8	5.0
COC(=O)C1CCN(C(=O)COC(=O)CNC(=O)c2ccc(Cl)cc2Cl)CC1	102.3	81.7	9.9	0.7	/	-2.3	0.0	94.6	-1.3
CCOC(=O)c1ccoc1CSCC(=O)N1CCN(S(=O)(=O)c2ccc(C)cc2)CC1	104.3	83.8	2.1	2.8	0.2	-0.4	5.0	105.5	8.3
Cc1cccc(NC(=O)CCCc2ccccc2)c1C	97.9	98.7	0.7	2.0	0.8	5.5	1.0	99.9	7.3
COc1ccc2nc(NC(=O)CS(=O)(=O)c3ccc(C)cc3)sc2c1	97.8	114.7	10.6	4.3	-1.5	1.1	2.0	97.8	-1.1
CCC(=O)c1cc(F)c(N2CCN(C(=O)c3ccco3)CC2)cc1C	94.3	111.9	2.8	1.4	-0.6	-0.5	0.0	98.8	1.7
CCc1nc2ccccc2nc1N1CCN(S(=O)(=O)c2ccccc2)CC1	106.4	97.0	-1.3	2.7	-1.3	0.9	4.0	100.4	0.1
Cc1ccccc1Cn1ccc(NC(=O)c2cc3ncc(Br)cn3n2)n1	107.4	104.2	-2.4	5.6	1.5	13.1	17.0	98.4	2.0
O=C(Cn1cnc2cc([N+](=O)[O-])ccc2c1=O)Nc1ccc(Br)cc1	107.5	89.0	1.6	10.0	-3.5	4.2	0.0	119.0	4.4
Nc1ccc(-n2cc(-c3ccccc3)[nH]c2=S)cc1	99.8	95.1	21.2	5.8	-1.7	0.9	1.0	102.9	4.8
Cc1ccc(C(=O)n2nc(-c3cccnc3)nc2N)cc1	88.0	80.5	-0.5	-1.2	0.7	2.0	1.0	100.5	8.7
CC1CN(C(=O)C2(C)CC2(Cl)Cl)CC(C)O1 (centres undefined)	91.1	96.3	-1.7	2.0	0.4	4.8	2.0	108.0	4.8
CCn1nc(Cc2cccc3ccccc23)c(C#N)c1N	98.0	103.1	38.6	4.0	1.6	5.1	0.0	109.0	4.8
